From PubChem BioAssay
TTR transcr act: TTR transcription activators in neuroblastoma reporter cells, primary screen, cell-based, luminescence, SH-SY5Y, TTR promoter Gaussia luciferase; 100% = recombinant luciferase protein wells; activation, % at 16.7 µM; 92,000 tested, 1.3% active; AID 1117267, 2014;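 active means activation above the mean of all tested compounds plus 3 SD, cut at about 9.5% in these data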;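 further: cells exposed to compounds for one day before reading; 0% = median of all test compound wells on the plate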
Starred values were filed as active, the others as inactive.

No. | TTR transcr act | Structure
1 | -1.3 | Cc1ccc(-c2cc(=O)[nH]c3ccccc23)cc1
2 | 0.6 | O=C(CCN1CCOCC1)Nc1ccccc1
3 | 0.8 | CC#CCN1C=C(C(=O)OCC)C(C)N(Cc2ccc(Br)cc2)S1(=O)=O (stereo not drawn)
4 | -0.2 | Cc1cc(=O)[nH]c(SCC(=O)NC2CCCCCC2)n1
5 | -1.6 | O=C(NNC(=O)C1CCCCC1)c1ccncc1
6 | -1.6 | CC(=O)C1=C(O)C(=O)N(c2ccc(Br)cc2)C1c1cccc(F)c1 (stereo not drawn)
7 | 4.2 | Cc1ccccc1OCCC(=O)Nc1cccc(S(=O)(=O)Nc2ccccc2Cl)c1
8 | 1.5 | CC1(C)CC(=O)C=C(NCC(=O)O)C1
9 | 0.1 | CCCCCN(C(=O)CCC(=O)OCC(=O)c1cccc(OC)c1)c1c(N)n(CCCC)c(=O)[nH]c1=O
10 | -1.9 | Cc1cc(C)c(CN2CCN(C(=O)CC[C@H]3O[C@@H](n4cnc5c(NC(=O)c6ccccc6)ncnc54)[C@H](O)[C@@H]3O)CC2)c(C)c1
11 | 6.8 | CCCCN(C)C(=O)c1coc(=O)c2ccccc12
12 | -0.3 | CC(C)Cn1c(-c2ccco2)n[nH]c1=S
13 | -2.9 | CC(C)CC(COCc1cccc(Cl)c1)N1CCN(C(=O)c2cccc(C(F)(F)F)c2)CCC1=O (stereo not drawn)
14 | -0.8 | FC(F)(F)c1nc2cc3nc4ccccc4[nH]c3cc2n1
15 | 0.6 | CCCNC(=O)C(Cc1ccc(F)cc1)NC(=O)c1ccc(C#N)cc1 (stereo not drawn)
16 | 12* | Cc1noc(NC(=O)c2ccccc2C(F)(F)F)c1C#N
17 | 2.1 | CCCCOP(=O)(OCCCC)C(O)c1ccc(F)cc1 (stereo not drawn)
18 | -0.7 | Cc1cccc(NC(=O)c2ccc(N3CCOCC3)c([N+](=O)[O-])c2)n1
19 | -0.5 | O=C1N=C(N2CCOCC2)S/C1=C/c1ccc(-c2ccc(F)cc2)o1
20 | 0.6 | Cc1ccccc1S(=O)(=O)NCC[C@@H]1CC[C@@H](NC(=O)C2CCCC2)[C@@H](CO)O1
21 | -0.4 | COCC(=O)N[C@H]1CC[C@@H](CC(=O)OC)O[C@@H]1CO
22 | 2.8 | COc1ccccc1CNC(=O)C1CC2Cn3c(nc4cc5ccccc5cc43)C2N1C (stereo not drawn)
23 | 0.3 | Cc1ccc(-c2cc(C(F)F)n3ncc(C(=O)NCc4ccco4)c3n2)cc1
24 | 1.3 | Nc1ccc(Sc2ccccc2Cl)nc1
25 | -1.1 | O=C(NCCOc1ccccc1)c1cccc(S(=O)(=O)N2CCN(Cc3ccccc3)CC2)c1
26 | -0.8 | COc1ccc(CC(=O)N/N=C(\C)c2cccnc2)cc1
27 | -0.5 | OCC[C@H]1C[C@@H](O)[C@H](O)[C@@]2(OCCc3ccccc32)O1
28 | 3.7 | CC(C)CC(=O)NC(=S)N(Cc1ccccc1)Cc1ccccc1
29 | 0.4 | N#CCSc1ccc2nc(-c3ccccc3)cn2n1
30 | -0.1 | O=C(CSc1ncn(-c2ccccc2)n1)Nc1nncs1
31 | -0.7 | CCCCOc1ccc(N=Nc2ccc(N)nc2N)cn1
32 | 5.3 | COC(=O)c1c(C)cc(O)c(C)c1O
33 | 2.8 | Cn1c(SCC(=O)c2ccccc2)nnc1-c1cccs1
34 | -2.7 | O=C(Cc1ccccc1)Nc1ccc(NC(=O)c2cccs2)cc1
35 | 0.0 | CN(C)C(=O)CCc1ccc2c3c([nH]c2c1)[C@]1(C)[C@@H](C(=O)N2CCOCC2)C[C@H](CC(=O)NC(C)(C)C)C(=O)N1CC3
36 | 5.2 | CC(C)(C)c1nnc(NC(=O)CS(=O)(=O)Cc2ccccc2)s1
37 | -0.6 | O=C1CCCN1C(=O)CSc1nnnn1-c1ccccc1
38 | -2.1 | O=C(NCC1CCCO1)Nc1ccc2c(c1)OCO2 (stereo not drawn)
39 | 0.1 | O=C1S/C(=C\c2ccc(N3CCOCC3)o2)C(=O)N1Cc1c(F)cccc1Cl
40 | -0.4 | CC1(C)C2C/C(=N\O)C(C)(/[N+]([O-])=C/c3cccc([N+](=O)[O-])c3)CC21 (stereo not drawn)
41 | 3.3 | O=C(CSc1ncnc2c1oc1ccccc12)Nc1cccc(C(F)(F)F)c1
42 | 2.5 | CNC(=O)/C=C1\NC(C)(C)Cc2c1ccc1ccccc21
43 | 3.8 | Cc1ccn(C(C)CC(=O)N2CCc3ccccc32)n1 (stereo not drawn)
44 | -1.2 | CCN(Cc1cnn(C)c1)C(=O)c1cc(COc2ccc(F)cc2F)on1
45 | 1.2 | CCOC(=O)C1(CC2CC2)CCN(Cc2ccc(OC)cc2F)CC1
46 | -2.0 | Cc1nn(-c2ccccc2)c(C)c1-c1ccccc1O
47 | 5.5 | CCc1ccc(-c2nc(CS(=O)CC(=O)NCc3ccc4c(c3)OCO4)c(C)o2)cc1 (stereo not drawn)
48 | -0.3 | O=S(=O)(NCc1ccccc1)c1ccc(S(=O)(=O)N2CCCCC2)cc1
49 | 5.0 | CC(=O)Nc1cccc(NS(=O)(=O)c2c(C)noc2C)c1
50 | -1.3 | CCOC(=O)c1c(S(=O)(=O)NCC(=O)N2CCN(c3cccc(OC)c3)CC2)c(C)n(C)c1C
51 | 0.1 | CCOc1cc(/C=N\Nc2nc(-c3ccc(C)cc3)c(NC(C)=O)s2)ccc1O
52 | 0.5 | Cc1ccc(-n2ncc3c(NNC(=O)Cc4ccccc4)ncnc32)cc1
53 | -0.7 | O=C1CC(c2cccs2)c2cc3c(cc2N1)OCO3 (stereo not drawn)
54 | -0.4 | NC(=O)Cc1ccc(Nc2nnc(-c3ccc(O)cc3)c3ccccc23)cc1
55 | 2.8 | COc1ccc(S(=O)(=O)N2CCCOC2CNC(=O)C(=O)NCCc2ccco2)cc1 (stereo not drawn)
56 | 3.3 | N/C(=N\OC(=O)C1CCCCC1)c1ccc(Br)cc1
57 | -0.1 | C[C@H](NC(=O)[C@@H]1CCCN1C(=O)[C@@H]1CCCN1C(=O)c1cccs1)c1ccccc1
58 | -1.2 | O=c1c(C(c2ccc(Cl)cc2)c2c(O)nc3n(c2=O)CCS3)c(O)nc2n1CCS2
59 | 2.0 | CCC(C)NC(=O)Cn1nc(C(F)(F)F)c2c1CCCC2 (stereo not drawn)
60 | 1.6 | CCOc1ccc2nc(N3CCCC(C(=O)N4CCN(CC)CC4)C3)sc2c1 (stereo not drawn)

Going on with the list.
No. | TTR transcr act | Structure
61 | 1.1 | Cc1nn2c(N3CCN(C)CC3)c3c(nc2c1-c1ccccc1)CCCC3
62 | -1.9 | CN(CCC#N)C(=O)COC(=O)C1c2ccccc2Oc2ccccc21
63 | 0.0 | CSc1ccc(C2c3[nH]c4ccccc4c3CCN2C(=O)c2ccnn2C)cc1 (stereo not drawn)
64 | -2.9 | CCC[C@@H]1C[C@@]1(CCC)[C@@H](NP(=O)(c1ccccc1)c1ccccc1)c1ccc(C(=O)OC)cc1
65 | 1.6 | Cc1ccc2c(c1)C(O)(c1c(C)[nH]c3ccccc13)C(=O)N2 (stereo not drawn)
66 | 0.6 | O=C(NCCc1c[nH]c2ccccc12)C(=O)NCC1OCCCN1S(=O)(=O)c1cc(F)ccc1F (stereo not drawn)
67 | -1.0 | C[C@@H]1CCCCO[C@@H](CN(C)C(=O)Nc2ccccc2)[C@@H](C)CN([C@H](C)CO)C(=O)c2cc(NC(=O)NC3CCCCC3)ccc2O1
68 | 0.5 | Fc1ccccc1Nc1nc(NCc2ccco2)nc(N2CCOCC2)n1
69 | 4.6 | C/C(=N/NS(=O)(=O)c1ccc(Cl)cc1)c1cccc(NC(=O)c2ccncc2)c1
70 | 2.3 | CCOc1ccc(C(=O)OCC(=O)Nc2ccc3c(c2)OCCO3)cc1OC
71 | -0.7 | CCCN1C(=O)C2C(C(=O)Nc3cccc(OC)c3)C3C=CC2(O3)C1C(=O)NC1CCCCC1 (stereo not drawn)
72 | -0.1 | COc1ccc(NC(=O)C(CCCCNC(=O)OC(C)(C)C)NC2(C(=O)NCCc3c[nH]c4ccccc34)CCCCC2)cc1 (stereo not drawn)
73 | -0.4 | Cc1ccc(NC(=O)CSc2nnc(-c3ccc(S(=O)(=O)N4CCCC4)cc3)o2)cc1C
74 | -0.3 | CCOCCCNC(=O)c1cc(C)nn1-c1ccccc1
75 | -1.8 | Cc1ccn2c(C(=O)NN=C3CCCCCCC3)c(C)nc2c1
76 | 1.4 | CC1=CC(C)(C)Nc2ccc(Cc3ccc4c(c3)C(C)=CC(C)(C)N4)cc21
77 | 5.3 | Cc1ccc(OCCCC(=O)ON=C(N)c2ccccc2C)cc1
78 | 0.3 | COc1cc(-c2nc3c4ccccc4nc(=S)n3[nH]2)cc(OC)c1OC
79 | 4.2 | CN(C)C(CNC(=O)CNC(=O)c1ccc2ccccc2c1)c1ccccc1 (stereo not drawn)
80 | 3.7 | CC(C(=O)N1CCN(C(=O)c2ccco2)CC1)n1sc2ccccc2c1=O (stereo not drawn)
81 | -2.3 | O=[N+]([O-])c1cn(-c2nc(-c3ccco3)cc(C(F)(F)F)n2)cn1
82 | -0.8 | Cc1ccc(-c2nc3ccccc3c(=O)n2N)cc1
83 | -0.8 | COCCCNC(=O)CN(Cc1ccccc1)S(=O)(=O)c1ccccc1
84 | 2.5 | CC(=O)Nc1cccc(NC(=O)CSc2nc3ccccc3o2)c1
85 | -0.5 | O=[N+]([O-])c1cccc(-n2nnnc2CN2CCCCCC2)c1
86 | -0.9 | Cc1[nH]nc2c1C(c1cnn(C)c1)C(C#N)=C(N)O2 (stereo not drawn)
87 | -2.5 | CC(C)CN1CCC(=O)N(CCOc2ccccc2)CC1
88 | 0.1 | Oc1ccc(N=Cc2sc3ccccc3c2Cl)cc1
89 | 6.5 | CN1CCc2nc3sc(C(=O)NCc4ccccc4)c(N)c3cc2C1
90 | 3.0 | CC(=O)c1cc(-c2ccc(S(C)(=O)=O)cc2)c(=O)n2c1CCC2
91 | -0.6 | Cc1ccc(OCC(=O)NC(=S)Nc2cccc(NC(=O)c3ccccc3)c2)cc1
92 | 0.5 | O=C(Nc1nnc(-c2ccco2)s1)C1CCN(S(=O)(=O)c2ccc(Cl)cc2)CC1
93 | 1.4 | CCc1nc(OCc2ccccc2)c2sc3nc4c(cc3c2n1)COC(C)(C)C4
94 | 3.5 | CCS(=O)(=O)N1CCC(C(=O)Oc2ccc(Cl)cc2)CC1
95 | 4.6 | COc1cccc(-c2nn(-c3ccccc3)cc2CN(C)Cc2ccon2)c1
96 | -2.5 | COC(=O)C1CCN(C(=O)NC(C)(C)C)CC1
97 | 1.2 | COc1cccc2c1OC1(C)CC2NC(=O)N1Cc1ccccc1 (stereo not drawn)
98 | 0.7 | CC(C)C(C(=O)OCC(=O)c1ccccc1)N1C(=O)C2C3C=CC(C3)C2C1=O (stereo not drawn)
99 | -2.0 | CCCCc1ccc(-c2csc(/C(C#N)=C\c3ccco3)n2)cc1
100 | 0.2 | O=c1[nH]nc(-c2ccc(F)cc2)cc1Cc1ccc(F)cc1
101 | -1.8 | Cc1cc(C)c2nc(SCC(=O)N3CCCCC3)c(C#N)cc2c1
102 | -1.6 | C[C@H]1CN([C@@H](C)CO)C(=O)CCCn2nncc2CO[C@H]1CN(C)C(=O)Nc1ccc(N2CCCCC2)cc1
103 | 1.3 | COc1ccc(NC(=S)N2CCN(CCN3C(=O)c4cccc5cccc(c45)C3=O)CC2)cc1

Compounds 80–103 from above:
No. | TTR transcr act | Structure
80 | 3.7 | CC(C(=O)N1CCN(C(=O)c2ccco2)CC1)n1sc2ccccc2c1=O (stereo not drawn)
81 | -2.3 | O=[N+]([O-])c1cn(-c2nc(-c3ccco3)cc(C(F)(F)F)n2)cn1
82 | -0.8 | Cc1ccc(-c2nc3ccccc3c(=O)n2N)cc1
83 | -0.8 | COCCCNC(=O)CN(Cc1ccccc1)S(=O)(=O)c1ccccc1
84 | 2.5 | CC(=O)Nc1cccc(NC(=O)CSc2nc3ccccc3o2)c1
85 | -0.5 | O=[N+]([O-])c1cccc(-n2nnnc2CN2CCCCCC2)c1
86 | -0.9 | Cc1[nH]nc2c1C(c1cnn(C)c1)C(C#N)=C(N)O2 (stereo not drawn)
87 | -2.5 | CC(C)CN1CCC(=O)N(CCOc2ccccc2)CC1
88 | 0.1 | Oc1ccc(N=Cc2sc3ccccc3c2Cl)cc1
89 | 6.5 | CN1CCc2nc3sc(C(=O)NCc4ccccc4)c(N)c3cc2C1
90 | 3.0 | CC(=O)c1cc(-c2ccc(S(C)(=O)=O)cc2)c(=O)n2c1CCC2
91 | -0.6 | Cc1ccc(OCC(=O)NC(=S)Nc2cccc(NC(=O)c3ccccc3)c2)cc1
92 | 0.5 | O=C(Nc1nnc(-c2ccco2)s1)C1CCN(S(=O)(=O)c2ccc(Cl)cc2)CC1
93 | 1.4 | CCc1nc(OCc2ccccc2)c2sc3nc4c(cc3c2n1)COC(C)(C)C4
94 | 3.5 | CCS(=O)(=O)N1CCC(C(=O)Oc2ccc(Cl)cc2)CC1
95 | 4.6 | COc1cccc(-c2nn(-c3ccccc3)cc2CN(C)Cc2ccon2)c1
96 | -2.5 | COC(=O)C1CCN(C(=O)NC(C)(C)C)CC1
97 | 1.2 | COc1cccc2c1OC1(C)CC2NC(=O)N1Cc1ccccc1 (stereo not drawn)
98 | 0.7 | CC(C)C(C(=O)OCC(=O)c1ccccc1)N1C(=O)C2C3C=CC(C3)C2C1=O (stereo not drawn)
99 | -2.0 | CCCCc1ccc(-c2csc(/C(C#N)=C\c3ccco3)n2)cc1
100 | 0.2 | O=c1[nH]nc(-c2ccc(F)cc2)cc1Cc1ccc(F)cc1
101 | -1.8 | Cc1cc(C)c2nc(SCC(=O)N3CCCCC3)c(C#N)cc2c1
102 | -1.6 | C[C@H]1CN([C@@H](C)CO)C(=O)CCCn2nncc2CO[C@H]1CN(C)C(=O)Nc1ccc(N2CCCCC2)cc1
103 | 1.3 | COc1ccc(NC(=S)N2CCN(CCN3C(=O)c4cccc5cccc(c45)C3=O)CC2)cc1

Random excerpt: 2 entries already listed.
No. | TTR transcr act | Structure
97 | 1.2 | COc1cccc2c1OC1(C)CC2NC(=O)N1Cc1ccccc1 (stereo not drawn)
94 | 3.5 | CCS(=O)(=O)N1CCC(C(=O)Oc2ccc(Cl)cc2)CC1

Only part of the results is shown; the hit share may differ from the screen's.
